Shiga toxin inh = inhibitors of Shiga toxin in Vero cells | Vero cells, Shiga toxin protein synthesis inhibition reporter | inhibition, % at 38.7 µM | 290,000 tested, 9.2% active; in the data active = inhibition mostly above about 28%, no sharp cut-off; inactive = mostly below about 43%; also: 0% is about no effect
Pf growth 48h = P. falciparum growth inhibition at 48 hours (one generation); P. falciparum luciferase growth in erythrocytes, 48 h; Potency, µM (doses to about 28.7 µM), without a hit: at the highest dose activity change, negative = inhibition, actives largely listed as inhibitors; 310,000 tested, 5.9% active; also: potency is read from the fitted curve at half-maximal effect; % is scaled to controls: 0 for no effect and ±100 for the full control effect
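Compounds are pin-transferred into medium, infected erythrocytes (2% hematocrit, 0.1% parasitemia final) are added, and plates sit one parasite generation at 37 C in 5% CO2. Detection reagent is then added and luminescence measured.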
Cycloheximide cs = affects cycloheximide protein synthesis inhibition readout, counter-screen | cell reporter, cycloheximide protein synthesis inhibition counterscreen | max response, % | 300,000 tested, 12% active | AID 2314; in the data active = max response mostly above about 13%, no sharp cut-off; inactive = mostly below about 14%; also: read at 38.3 µM for the half of the compounds with a filed dose; 0% is about no effect
HCV inh = inhibitors of hepatitis C virus infection | 340,000 tested, 3.4% active | Huh7.5.1 HCVcc-Cre infection, luciferase reporter, 44 h | Potency, µM (titrated, usually from 41.8 µM), for the others: at the top dose activity change, negative = inhibition, hits mostly inhibitors; also: potency is read from the fitted curve at half-maximal effect; % is scaled to controls: 0 for no effect and ±100 for the full control effect
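Infectious HCV cell culture screen: compound-treated cells (1,000/well, pre-plated 4 h) are infected with HCVcc-Cre at roughly 0.5 moi and grown 44 h. Infection is quantified by luciferase signal after 15 min substrate incubation at room temperature.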
Pf growth 96h = inhibits malaria parasite growth, 96 h; Potency, µM (highest dose often 28.7 µM), for inactives: at the top dose activity change, negative = inhibition, actives largely listed as inhibitors; P. falciparum luciferase reporter growth, 96 h; 320,000 tested, 6.9% active; also: potency is read from the fitted curve at half-maximal effect; % is scaled to controls: 0 for no effect and ±100 for the full control effect
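Delayed-death screen, second-generation endpoint: infected erythrocytes, 2% hematocrit, 0.05% parasitemia final; 96 hours at 37 C, 5% CO2; luciferase detection reagent; luminescence decrease equals reduced growth.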
Giardia FBPA inh = blocks Giardia fructose-bisphosphate aldolase activity | purified Giardia FBPA | Potency, µM (highest dose often 59.6 µM), inactives show at the highest dose activity, negative = inhibition, actives largely listed as inhibitors | 290,000 tested, 0.71% active; also: potency is read from the fitted curve at half-maximal effect; % is scaled to controls: 0 for no effect and ±100 for the full control effect; nearly all actives have a fitted effect of over 55% in size
Target sequence (A8B2U2 whole entry, looked up): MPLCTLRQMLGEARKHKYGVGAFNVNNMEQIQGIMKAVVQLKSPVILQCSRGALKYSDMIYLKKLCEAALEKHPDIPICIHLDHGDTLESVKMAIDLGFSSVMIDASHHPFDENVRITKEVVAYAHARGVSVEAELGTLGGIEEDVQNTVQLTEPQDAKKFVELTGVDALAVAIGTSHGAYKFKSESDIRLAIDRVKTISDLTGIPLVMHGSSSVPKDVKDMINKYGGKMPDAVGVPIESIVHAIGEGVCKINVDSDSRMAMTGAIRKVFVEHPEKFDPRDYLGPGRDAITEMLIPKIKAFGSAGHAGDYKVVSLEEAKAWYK
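Giardia FBPA (40 nM reagent) was preincubated 10 min at RT with compound (up to 57.5 uM final), then substrate plus GAPDH/TPI/NAD/arsenate coupling system with diaphorase/resazurin was added; resorufin fluorescence (525/598 nm) was read after 20 min.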
Active calls of the source: *; ? = inconclusive; · = not tested or not shown; & = joins results of further samples; [ ] = remark or other dose. Unless noted, calls follow the shape of the dose curve; as a rule, active = well fitted curve in the direction sought with a large enough effect; inconclusive = small, poorly fitted or top-dose-only effect, or another doubt; inactive = no such curve, though single readings can be large; an effect the other way counts as inactive or inconclusive.

Structure	Pf growth 48h	HCV inh	Pf growth 96h	Giardia FBPA inh	Cycloheximide cs	Shiga toxin inh
CN(CC(=O)Nc1ccc2c(c1)OCO2)S(=O)(=O)c1ccc2c(c1)CCC(=O)N2	-18%	14%	-21%	4%	2	24
O=c1[nH]snc1N1CCOCC1	-16%	-4%	?	-5%	6	-7
O=C(CSc1nc(O)c(C2CCCCC2)c(=O)[nH]1)Nc1ccc(Cl)cc1	3%	2%	-16%	10%	-3	-2
Cc1ccc(C(=O)NCC(=O)OCC(=O)NC(C)C2CC3CCC2C3)cc1 (configuration not stated)	-1%	4%	69%[activator]	·	·	·
COc1ccc(-n2ccn(CC(=O)Nc3ccc(OC)cc3OC)c(=O)c2=O)cc1	0%	2%	?	10%	16	-6
CCC(=O)N1c2ccc(S(=O)(=O)CCC(=O)NCCC3=CCCCC3)cc2CC1C (configuration not stated)	?	-27%	43%[activator]	1%	-2	-16
CCC1(C(=O)c2ccccc2)C(c2ccc([N+](=O)[O-])cc2)C1(C(=O)OC)C(=O)OC (configuration not stated)	13µM*	?	18%	0%	1	-11
CCCN(CCC)CCCNC(=O)c1cn(-c2ccc(OC)cc2)c(=O)c2ccccc12	17%	-4%	-17%	6%	-3	-12
CCN1C(=O)CS/C1=N\S(=O)(=O)c1ccccc1	-24%	-6%	48%[activator]	7%	-2	3
Cc1ccccc1OCC(O)CN1CCN(C)CC1 (configuration not stated)	10%	14%	26%	-2%	-1	-13
CC(C)C[C@@H](CO)N1CCN(C)CCC1=O	-17%	18%	-35%	-1%	-2	9
C=C1C(C(=O)N2CCN(C)CC2)C1C(=O)N1CCN(C)CC1 (configuration not stated)	-2%	-4%	0%	1%	-1	-14
O=C(N/N=C/c1ccco1)c1cc(-c2ccc(Cl)s2)[nH]n1	9.3µM*	-3%	?	-5%	12	35
Cc1cccn2c(=O)c(C=Nc3ccc(Cl)cc3)c(NCCO)nc12	?	?	-7%[5.75 µM]	-1%	-1	-3
Cc1csc(NC(=O)c2oc3ccccc3c2C)n1	56%[activator]	?	14%	·	·	·
O=C(Nc1ccccc1C(=O)Nc1ccncc1)c1cccc([N+](=O)[O-])c1	6%	?	-10%	·	11	-9
c1ccc(N/N=C2\CCCc3ccccc32)nc1	?	1%	?	-2%	18	7
CC1CCC(NC(=O)CN2C(=O)C3CC=CCC3C2=O)CC1 (configuration not stated)	-17%	22%	-7%	·	·	·
CCn1cc(C(=O)O)c(=O)c2cc(F)c(N3CCN(C(=S)NC(=O)c4ccccc4)CC3)cc21	?	23%	?	?	1	23
Cc1noc(C)c1C(=O)OCC(=O)NCCc1ccc(Cl)cc1	·	-7%	-6%	2%	1	-13
CC(=O)Nc1ccc(NC(=O)C(NS(=O)(=O)c2ccc3c(c2)OCCO3)C(C)C)cc1 (configuration not stated)	-15%	17%	3%	·	·	·
COC(=O)[C@H](C)NC(=O)NC(C)CCc1ccccc1 (some centres not stated)	-16%	8%	·	5%	-6	-16
COc1cc(C(=S)N2CCOCC2)ccc1OC(=O)/C=C/c1ccco1	9%	-1%	?	-8%	20*	23
O=C(CSc1nccc(=O)[nH]1)N1CCCc2ccccc21	-6%	3%	?	12%	4	-1
CN(C)c1ccc(CNC(=O)C2CCN(S(=O)(=O)c3ccc4c(c3)oc(=O)n4C)CC2)cc1	-20%	8%	?	5%	1	-4
Cc1ccc(N=Nc2ccc(O)c(P(=O)(c3ccccc3)c3ccccc3)c2)cc1	?	1%	?	7%	-1	-6
COc1ccc(OC)c(CN2CCC(CNC(=O)Nc3cccc(Cl)c3)CC2)c1	?	?	-11%	?	-3	24
COc1ccc2cc(C3CC(c4cccs4)=NN3C(C)=O)c(Cl)nc2c1 (configuration not stated)	10%	29%	1%	0%	3	16
CCC(=O)N1CCc2cc(S(=O)(=O)CCC(=O)Nc3cccc(F)c3)ccc21	6%	0%	-6%	5%	-1	-8
Cc1nn(Cc2ccc(Cl)cc2)c(C)c1NC(=O)CCCn1nc(C)c([N+](=O)[O-])c1C	-23%	-7%	?	-1%	-4	-3
C=CCn1c(SCC(=O)Nc2nccs2)nnc1-c1cc2cccc(OC)c2o1	?	-1%	·	-1%	2	-7
COc1ccc(C)cc1-n1nc2ccccc2n1	22%	-5%	?	8%	26*	54
C/C(=N\Nc1ccc(F)cc1F)c1ccc(Br)s1	23%	?	-10%	-3%	12	16
NC(=O)CCN1CCC(c2nc3ccccc3s2)CC1	31%[activator]	-14%	7%	1%	-6	-6
O=C(CSCc1c(F)cccc1Cl)NCCc1ccccc1	22%	17%	13%	-4%	21*	46*
CCC(=O)N1CCc2cc(S(=O)(=O)CCC(=O)NC3CCCCC3)ccc21	-7%	-19%	2.6µM*	·	-3	16
C[C@H]1C(=O)N(C)CCN1Cc1cn(C)nc1-c1ccc(Oc2ccccc2)cc1	?	?	-12%	0%	0	-5
CCOC(=O)C1CCCN(C(=O)c2ccco2)C1 (configuration not stated)	2%	15%	?	-1%	1	14
CCCNC(=O)NC(=O)CSc1nncs1	15%	11%	2%	-3%	6	-7
CCn1c(SCC(=O)Nc2sc3c(c2C#N)CCC(C(C)(C)C)C3)nnc1-c1ccco1 (configuration not stated)	36%[activator]	7%	?	1%	0	-5
CCCCOc1ccc(C(=O)N/C(=C/C=C/c2ccccc2)C(=O)NC)cc1	37%[activator]	?	180%[activator]	-3%	10*	27
CN(C)c1nc(SCC#N)nc(N2CCOCC2)n1	21%	?	·	1%	2	-13
CNC(=O)c1cc(C(=O)c2ccc(C(F)(F)F)cc2F)c[nH]1	243%[activator]	-11%	117%[activator]	4%	19*	21
CNC(=O)c1c(NC(=O)CCS(=O)(=O)c2ccc(Cl)cc2)sc2c1CCN(C(=O)OC)C2	0%	-3%	-12%	·	·	·
Cc1cccn2cc(CCNC(=O)c3cccs3)nc12	37%[activator]	6%	2%	14%	18*	33
Cc1ccc(CCNC(=O)CS(=O)Cc2nc(-c3ccccc3F)oc2C)cc1 (configuration not stated)	20%	-6%	17%	11%	-5	-18
O=C(CSc1nnc(Cc2ccccc2)n1Cc1ccco1)NC12CC3CC(CC(C3)C1)C2	?	-2%&-4%	·	0%	1	8
CCOC(=O)C1CCN(CC(=O)c2c(C)n(C)c3ccc(OC)cc23)CC1	15%	-14%	4%	-11%	7	1
NC(=O)[C@@H]1CCCCNc2c(F)cc([N+](=O)[O-])cc2C(=O)N[C@@H](CCCN=C(N)N)C(=O)NCC(=O)N1	-7%	8%[8.37 µM]	?	2%	-4	-11
CCOc1ccc(NC(=O)N(C2CCCCC2)C(C)c2ccncc2)cc1 (configuration not stated)	-6%	4%	90%[activator]	-6%	-3	15

Profiles, quoted from the list:
Entry for `Cc1nn(Cc2ccc(Cl)cc2)c(C)c1NC(=O)CCCn1nc(C)c([N+](=O)[O-])c1C` = Pf growth 48h: -23%; HCV inh: -7%; Pf growth 96h: ?; Giardia FBPA inh: -1%; Cycloheximide cs: -4; Shiga toxin inh: -3
Entry for `Cc1cccn2c(=O)c(C=Nc3ccc(Cl)cc3)c(NCCO)nc12` = Pf growth 48h: ?; HCV inh: ?; Pf growth 96h: -7%[5.75 µM]; Giardia FBPA inh: -1%; Cycloheximide cs: -1; Shiga toxin inh: -3
Entry for `CCCN(CCC)CCCNC(=O)c1cn(-c2ccc(OC)cc2)c(=O)c2ccccc12` = Pf growth 48h: 17%; HCV inh: -4%; Pf growth 96h: -17%; Giardia FBPA inh: 6%; Cycloheximide cs: -3; Shiga toxin inh: -12

Next entries follow.
Structure	Pf growth 48h	HCV inh	Pf growth 96h	Giardia FBPA inh	Cycloheximide cs	Shiga toxin inh
O=C(CN(c1cccc(C(F)(F)F)c1)S(=O)(=O)c1ccc(Cl)c([N+](=O)[O-])c1)NCc1ccccc1Cl	?	?	?	-5%	7	-3
CCn1c(CN2c3ccccc3Sc3ccccc32)n[nH]c1=S	3%	4%	?	-12%	-2	17
CC(C)(C)c1ccc(C(=S)N2CCN(c3ccccc3)CC2)cc1	28%	8%	36%[activator]	-12%	-2	10
Cc1ccc(OCCNS(=O)(=O)c2ccc(Cl)cc2)cc1	-9%	1%	17%	·	·	·
COc1ccc(C(=O)OCC(=O)Nc2sccc2C(N)=O)cc1[N+](=O)[O-]	7%	?	-29%	·	·	·
COc1ccc(CNC(=O)C(c2cccs2)N(Cc2ccco2)C(=O)Cc2cccs2)cc1 (configuration not stated)	13µM*	?	13%	-4%	-1	10
CCCCN(C(=O)CCCc1nc2ccccc2s1)c1c(N)n(CCCC)c(=O)[nH]c1=O	6%	6%	-30%	·	-1	-2
CCCCOc1ccc(S(N)(=O)=O)cc1	6%	12%	-2%	6%	1	-6
O=C(NC1CC(=O)N(c2ccccc2)C1)C1CC1 (configuration not stated)	-28%	11%	7%	·	·	·
CC(C)(C)c1nc2scc(-c3cccs3)c2c(=O)o1	29%	40%[activator]	·	-16%	3	1
C[C@@H](C(=O)Nc1cccnc1)n1c(=O)[nH]c2ccccc2c1=O	12µM*	6%	?	·	-1	-6
COc1ccc(C(=O)NCCSc2ccc(C)cc2)cc1	-6%	-3%	28%	0%	1	24
Cc1onc(-c2ccccc2)c1-c1n[nH]c(=S)n1-c1ccc(C(=O)O)cc1	23%	30%[activator]	·	-5%	-3	-13
COc1cc(NS(=O)(=O)c2ccc(Nc3nc(-c4ccccc4)cs3)cc2)nc(OC)n1	19%	?	-2%	15%	-3	20
COc1ccc(N2CCN(C(=O)c3ccc(CS(=O)(=O)c4ccc(OC)cc4)o3)CC2)cc1	·	-4%	?	-11%	-5	-18
CC(C(=O)Nc1cccc(S(=O)(=O)N2CCOCC2)c1)N1CCN(C)CC1 (configuration not stated)	29%	4%	?	·	-1	-10
CC(C)CC(=O)Nc1nc(-c2ccc(S(=O)(=O)N3CCOCC3)cc2)cs1	?	?	?	5%	-2	12
Cc1ccc(NCC(=O)Nc2ccc(Br)cc2)cc1C	?	-2%	?	-9%	18*	27
Cc1ccc(-c2cn3cccc(C)c3n2)cc1	-41%	7%	?	-2%	33*	51*
O=c1[nH]c(=O)n(-c2ccccc2)c(O)c1C=NC12CN3CN(CN(C3)C1)C2	1%	·	5%	0%	-2	-6
O=C1OCCC1Sc1nnc(-c2cccc(Br)c2)o1 (configuration not stated)	21%	4%	·	6%	1	5
O=C(NC1CC1)C1=C[C@H](C2CCCCC2)C[C@H](OCc2ccc(CO)cc2)O1	15%	2%	-13%	-16%	13*	35*
CN(C)c1nc(N)c([N+](=O)[O-])c(N2CCCCCC2)n1	12%	3%	13%	7%	-1	1
Cc1ccccc1OCCC(=O)NCCc1ccc(S(N)(=O)=O)cc1	7%	19%	-26%	7%	-3	-9
COc1cc2c(C(=O)N3CCN(C)CC3)c(C)oc2cc1Br	-18%	?	·	-5%	2	27
CCOc1ccc(C(=O)COc2ccc(NC(C)=O)cc2)cc1	·	3%	?	-1%	4	20
CC1=NN(C(C#N)c2c(C)nn(Cc3ccccc3)c2C)C(C)(C)C1 (configuration not stated)	-7%	17%	23%	-4%	5	-6
O=C(NNC(=S)NCc1ccc(Cl)cc1)c1ccc(Br)o1	21%	20%	24%	3%	9	32
COc1cc(/C=C/C2=NC(=O)C(C)(C)O2)ccc1O	8%	10%	?	9%	-3	-16
Cc1ccc(N(C(=O)c2ccn[nH]2)C(C(=O)NC2CCCC2)c2cccs2)cc1 (configuration not stated)	?	·	-36%[1.15 µM]	2%	5	2
